Source: PubChem BioAssay
RXFP1 antagonist: qHTS Assay for Antagonists of the Relaxin Receptor RXFP1; AID 1259400, 2018; actives 0.59% (n = 350,000); Relaxin receptor 1 (Homo sapiens), Q9HBX9; activity change, negative = inhibition, % at 57.5 µM; HEK293-RXFP1, relaxin-stimulated cAMP HTRF, 30 min; stronger effect = lower value;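 active means activity change of -60% or lower, but not beyond a set lower limit; inconclusive means change between -60% and -40%, or beyond the set limit; inactive means change above -40%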; further: on the % scale 0 is the no-effect control and ±100 the full control effect
Target sequence (Q9HBX9 whole entry, looked up): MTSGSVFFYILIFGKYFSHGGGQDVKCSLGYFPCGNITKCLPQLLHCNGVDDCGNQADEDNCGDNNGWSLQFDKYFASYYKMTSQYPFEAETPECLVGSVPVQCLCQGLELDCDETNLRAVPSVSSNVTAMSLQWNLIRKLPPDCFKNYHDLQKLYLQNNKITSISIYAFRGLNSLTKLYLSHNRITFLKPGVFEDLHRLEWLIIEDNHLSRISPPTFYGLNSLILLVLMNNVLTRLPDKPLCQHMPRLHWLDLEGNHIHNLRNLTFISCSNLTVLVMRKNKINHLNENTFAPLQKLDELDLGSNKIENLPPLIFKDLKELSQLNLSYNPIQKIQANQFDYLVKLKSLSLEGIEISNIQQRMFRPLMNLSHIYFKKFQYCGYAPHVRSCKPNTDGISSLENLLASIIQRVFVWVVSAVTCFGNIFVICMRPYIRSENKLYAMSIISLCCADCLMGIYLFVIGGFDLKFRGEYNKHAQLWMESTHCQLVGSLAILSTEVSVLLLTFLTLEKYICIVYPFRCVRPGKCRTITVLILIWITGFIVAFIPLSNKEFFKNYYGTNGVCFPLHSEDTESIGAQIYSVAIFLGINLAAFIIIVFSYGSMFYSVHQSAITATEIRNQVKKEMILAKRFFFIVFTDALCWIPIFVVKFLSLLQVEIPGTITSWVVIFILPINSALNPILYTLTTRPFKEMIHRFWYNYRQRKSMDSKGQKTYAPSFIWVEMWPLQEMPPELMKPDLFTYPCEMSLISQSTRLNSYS
Vif-A3F inh: qHTS for Inhibitors of Vif-A3F Interactions: qHTS; HeLa A3F-eYFP + Vif (tagged APOBEC3F with the HIV-1 protein that degrades it), YFP fluorescence increase; Potency, µM (doses to about 46.1 µM), for inactives: at the top dose activity, negative = active; actives 0.2% (n = 390,000); AID 602313, 2012; further: potency means the concentration at half of the fitted maximal effect; % of control where 0% means no effect; nearly all actives have a fitted effect of over 65% in size
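Fluorescence increase (Ex 488/Em 500-530) after overnight compound treatment at 37 deg C flags inhibition of Vif-driven A3F-eYFP loss in stable HeLa A3F-eYFP/Vif cells seeded overnight beforehand.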
Glioma ERSR ind: qHTS for Inducers of the Endoplasmic Reticulum Stress Response (ERSR) in Human Glioma: qHTS. U87-MG GRP78 promoter luciferase reporter, 16 h. actives 0.02% (n = 420,000). Potency, µM, inactives show top-dose activation, hits mostly activators. AID 602332, 2012; further: potency means the concentration at half of the fitted maximal effect; series mostly up to about 76 µM; % of control where 0% means no effect; nearly all actives have a fitted effect of over 35% in size
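ERSR induction read as luciferase luminescence (Bright-Glo, 10 min at room temperature) in stably transfected human U87-MG glioma cells exposed to compounds for 16 h, using GRP78 as sensor.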
RXFP1 agonist: qHTS Assay for Agonists of the Relaxin Receptor RXFP1; Relaxin receptor 1 (Homo sapiens), Q9HBX9; HEK293T-RXFP1 cAMP TR-FRET, 30 min; response scale: percent of porcine relaxin response, buffer zero; actives 0.3% (n = 370,000); Potency, µM (highest dose often 57.5 µM), for inactives: at the highest dose activation, usual class: activators; AID 2676, 2010; further: potency means the concentration at half of the fitted maximal effect; on the % scale 0 is the no-effect control and ±100 the full control effect; nearly all actives have a fitted effect of over 60% in size; many of its hits are not listed in these tables
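HEK293 cells stably expressing RXFP1, treated 30 min at 37C with compounds plus PDE4 inhibitor Ro 20174; cAMP measured by HTRF TR-FRET. Normalized to buffer and 29 nM porcine relaxin; EC50 by Hill fit.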
D1 agonist: Allosteric Agonists of the Human D1 Dopamine Receptor: qHTS | activation, % at 2 µM | actives 1% (n = 360,000) | AID 504660, 2011 | HEK293 T-REx D1 cells, calcium flux, agonist mode | D(1A) dopamine receptor (Homo sapiens), P21728; in the data active means activation above about 30%; further: 0% is about no effect
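Agonism was scored from calcium flux recorded over 180 s (1 read/s) after pintool compound addition, following a 10-cycle baseline. Cells were inducible force-coupled HEK293 TREx D1, plated overnight at 30 C and loaded with no-wash calcium dye.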
D2 PAM: HTS Assay for Positive Allosteric Modulators of the Human D2 Dopamine Receptor: Primary Screen for Potentiators. D(2) dopamine receptor (Homo sapiens), P14416. HEK293 T-REx D2, calcium flux, EC20 dopamine potentiation. potentiation, % at 10 µM. actives 0.34% (n = 340,000). AID 485347, 2010;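 active means potentiation over 3 SD above the plate norm, cut at about 30% in these data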; further: 0% is about no effect
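Tetracycline-induced HEK293 T-REx cells force-coupled to calcium signalling expressed D2; compounds were pin-added after a 10 s baseline, read kinetically 180 s, then an EC20 dopamine challenge followed with a further 180 s calcium read.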
D1 antagonist: Antagonist of Human D 1 Dopamine Receptor: qHTS | HEK293 TREx D1 cells, calcium flux, dopamine EC80; stronger effect = lower value | activity change, negative = inhibition, % at 10 µM | actives 3.2% (n = 360,000) | D(1A) dopamine receptor (Homo sapiens), P21728; in the data active means activity change below about -30%; further: on the % scale 0 is the no-effect control and ±100 the full control effect
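Allosteric or orthosteric antagonism assessed as attenuation of the calcium response to EC80 dopamine, added 180 s after compound, in induced HEK293 Trex D1 cells loaded with no-wash calcium dye.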
Vif-A3G inh: qHTS for Inhibitors of Vif-A3G Interactions: qHTS; HeLa A3G-eYFP + Vif (tagged APOBEC3G with the HIV-1 protein that degrades it), YFP fluorescence, overnight; Potency, µM (doses to about 46.1 µM), inactives show at the top dose activity, negative = active, most hits filed as inhibitors; actives 0.076% (n = 410,000); AID 602310, 2012;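 further: potency means the concentration at half of the fitted maximal effect; on the % scale 0 is the no-effect control and ±100 the full control effect; nearly all actives have a fitted effect of over 60% in size; hits raise eYFP signal because A3G escapes Vif-driven loss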
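Read-out is eYFP fluorescence (Ex 488/Em 500-530) from Vif-expressing HeLa A3G-eYFP cells; more signal means A3G escaped Vif-mediated degradation. Cells plated overnight, compound pinned in, incubated overnight at 37 deg C.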
D1 potentiator: Potentiators of Human D1 Dopamine Receptor: qHTS. HEK293 TREx D1 cells, calcium flux, dopamine EC20 potentiation. potentiation, % at 10 µM. actives 0.036% (n = 360,000); in the data active means potentiation above about 30%; further: 0% is about no effect
An asterisk follows results filed as active; u = inconclusive; x = not tested or not shown. Unless noted, the call rests on the fitted dose curve; in most records, active means well fitted curve in the direction sought with a large enough effect; inconclusive means small, poorly fitted or top-dose-only effect, or another doubt; inactive means no such curve, though single readings can be large; an effect the other way counts as inactive or inconclusive. This is a subset. The share of hits here may be higher or lower than overall.

SMILES	RXFP1 antagonist	Vif-A3F inh	Glioma ERSR ind	RXFP1 agonist	D1 agonist	D2 PAM	D1 antagonist	Vif-A3G inh	D1 potentiator
CCN(C(=O)CSc1nc2ccccc2c(=O)n1-c1ccccc1F)C1CCS(=O)(=O)C1 (configuration not stated)	33.0	-14.7%	-0.4%	x	x	x	x	-6.1%	x
O=C(CC(=O)c1ccccc1)Nc1cccnc1	-0.6	0.0%	4.1%	-0.1%	3.4	x	-3.8	-5.1%	7.3
O=C(Nc1ccc(Br)cc1)c1cc(-c2ccncc2)nc2ccccc12	-6.4	-15.8%	u	x	x	x	x	u	x
CN(C(=O)c1c[nH]c2ccc(S(=O)(=O)Nc3cccc(C(F)(F)F)c3)cc2c1=O)C1CCCCC1	-19.3	1.4%	-3.0%	2.0%	-0.4	10.4	-10.8	-3.9%	-0.7
Cc1ncc(CSCC(=O)Nc2cc(C(F)(F)F)ccc2Cl)c(CO)c1O	-1.8	10.9%	-1.5%	0.0%	4.7	0.4	1.4	2.4%	5.0
CC(=O)c1c(NCCc2ccccc2)cc(C)oc1=O	-0.3	-1.4%	-2.8%	-0.9%	7.2	5.9	2.0	0.9%	-7.6
CCc1ccc(C(=O)COC(=O)c2cnccn2)cc1	3.5	x	-2.3%	1.8%	-0.5	0.6	1.0	0.4%	2.7
COc1ccc(CCNC(=O)c2cc3c(C)nccc3[nH]c2=O)cc1OC	-11.0	13.7%	-0.8%	22.4%	4.2	2.2	-7.8	0.1%	-1.1
C/C(=N/Nc1nc(-c2ccc(Cl)cc2)cs1)c1cccs1	-21.2	0.0%	7.3%	0.5%	1.6	-8.6	22.4	0.8%	-2.5
CCOc1ccccc1NC(=O)C(Sc1nnc2ccccn12)c1ccccc1 (configuration not stated)	1.8	-2.9%	-0.9%	0.1%	2.0	2.5	-19.3	-2.8%	-4.1
O=C(NCCO)C(=O)NCC1OCCCN1S(=O)(=O)c1ccc2c(c1)OCCO2 (configuration not stated)	-9.2	4.3%	-2.4%	0.5%	2.4	-9.7	12.1	-2.0%	-5.6
CC(C)N(c1ccccc1)c1ccc(NC(=O)COC(=O)CCN2C(=O)c3cccc([N+](=O)[O-])c3C2=O)cc1	19.5	-13.0%	-2.8%	-1.2%	2.5	-8.7	-14.8	-7.0%	-4.4
O=C(Nc1cccc([N+](=O)[O-])c1)c1ccc2c(c1)C(=O)N(c1ccccn1)C2=O	-26.1	-0.8%	-1.2%	1.7%	0.7	8.9	-13.5	2.4%	-7.0
C=CCSc1nnc2c(n1)OC(c1ccco1)Nc1ccccc1-2 (configuration not stated)	-0.2	-12.0%	4.7%	4.3%	-0.4	2.6	-19.7	-0.6%	0.1
CN1CCN(c2nnc(-c3ccc(Cl)cc3)c3ccccc23)CC1	-9.3	1.4%	3.4%	-0.4%	0.2	-18.4	1.0	2.8%	-6.0
COc1ccc(CNC(=O)Cn2nc(-c3ccc4c(c3)OCCO4)ccc2=O)cc1	-15.1	-6.7%	-0.9%	1.2%	0.8	0.9	8.5	2.0%	2.0
Oc1c(C=Nc2ccccc2)sc(=S)n1Cc1ccccc1	-27.4	u	2.5%	-1.1%	21.9	4.2	-23.5	-29.4%	2.0
COc1cccc2cc(C(=O)NCc3ccc(Cl)cc3)c(=O)oc12	-23.3	-4.7%	-0.7%	2.4%	4.0	2.4	-13.4	3.3%	x
CCCCOC(=O)Nc1ccc(S(=O)(=O)Nc2nccs2)cc1	-6.8	7.4%	0.5%	-0.8%	1.0	7.6	26.2	-4.3%	-3.0
CSc1cc(C)n(-c2ccc(Cl)cc2)c(=S)c1C(C)=O	x	-18.2%	-5.1%	1.2%	0.5	2.2	-2.7	-0.3%	-1.1
CCc1nnc2c(NCCc3ccccc3)nc3ccccc3n12	5.4	7.8%	-3.1%	1.9%	3.7	-5.8	-3.7	-0.3%	-1.0
N#CCCN1CCN(C(=S)c2ccc(-c3ccc(Cl)cc3)o2)CC1	-3.2	-3.0%	2.4%	3.1%	0.1	-11.4	1.7	1.2%	4.8
Cc1cc(C)n(CCNc2nc3nonc3nc2N2CCCCC2)n1	-11.4	-8.5%	-7.0%	0.3%	0.4	11.8	-9.9	0.0%	-4.7
Cc1cc(C)n(-c2nnc(C)n2NS(C)(=O)=O)n1	-6.8	1.4%	-3.8%	-0.1%	3.9	8.6	5.4	-0.7%	-5.8
CN1/C(=C\C(=O)c2cccc(S(=O)(=O)N3CCCCC3)c2)C(C)(C)c2ccccc21	12.3	0.5%	-1.0%	1.3%	1.4	5.9	-4.5	-0.3%	-6.6
Cc1ccc(/C=N\NC(=O)C2COc3cc4ccccc4cc3O2)o1 (configuration not stated)	-6.8	-7.5%	-4.0%	-2.3%	0.9	1.7	-3.2	0.0%	-0.5
Cc1cc(=O)oc2c(C)c(OCC(=O)NC3CCN(Cc4ccccc4)CC3)ccc12	16.2	0.4%	-0.8%	1.9%	1.2	22.6	5.9	-1.9%	-5.2
COC(=O)C1C2C=CC3(CN(Cc4cccs4)C(=O)C13)O2 (configuration not stated)	9.6	-5.8%	-4.4%	-0.1%	5.7	-1.1	-12.0	6.3%	-9.2
Cn1ncc(Br)c1NC(=O)Nc1ccccc1	20.4	5.1%	1.0%	2.2%	1.6	-8.6	7.8	-0.3%	-7.8
CCOC(=O)c1ccc2nc(NC(=O)c3cccs3)sc2c1	-3.5	-7.0%	-7.0%	4.1%	-2.5	0.2	3.0	-17.3%	-0.7
O=C(CCNc1ccc(Cl)cc1)c1cccs1	1.4	2.5%	8.2%	1.3%	0.4	-10.8	-2.1	-2.8%	-4.6
CCOC(=O)C(C(C)C)C(N)Cc1ccc(F)cc1 (configuration not stated)	-0.1	24.3%	-3.2%	0.2%	2.1	x	9.4	2.1%	-2.2
Cn1c(=O)[nH]c(=O)c2c1nc(N(CCO)Cc1ccccc1)n2CCCc1ccccc1	x	-3.8%	-2.4%	7.3%	1.8	19.7	7.9	-5.5%	x
Cc1ccc(C(=O)Oc2cc(-c3ccccc3)no2)cc1	-3.9	-15.0%	-4.1%	1.0%	3.2	-13.7	2.5	0.6%	8.8
O=C(CC1CCCCC1)Nc1ccccc1-c1ccccc1	-7.8	-3.9%	0.1%	-0.6%	2.4	0.1	9.5	0.3%	-4.0
COc1cc(C(=O)OC2CCCCC2=O)cc(OC)c1C (configuration not stated)	12.5	0.5%	-3.1%	1.8%	1.0	1.2	4.0	-3.4%	-6.9
Nc1cc(C(F)(F)F)cc2c1SCC(=O)N2	-3.7	-1.1%	-4.3%	2.2%	4.6	2.6	1.2	0.7%	0.5
CC1(C)O[C@@H]2C[C@H]3[C@@H]4CCC5=CC(=O)C=C[C@]5(C)[C@@]4(F)[C@@H](O)C[C@]3(C)[C@]2(C(=O)CO)O1	-7.2	-0.5%	-0.1%	3.1%	2.4	-3.0	-9.8	-1.9%	0.8
O=C(CNc1ccccc1-c1ccccc1)NCc1ccccc1	x	0.9%	-4.1%	0.0%	2.6	-8.4	-3.4	-1.4%	0.1
Cc1cc(OCC(=O)Nc2ccc(C(=O)OC3CCCCC3)cc2)cc(C)c1Cl	6.8	x	x	3.1%	3.6	5.2	-4.8	x	1.8

Complete entries as entered above. Order of screens: RXFP1 antagonist, Vif-A3F inh, Glioma ERSR ind, RXFP1 agonist, D1 agonist, D2 PAM, D1 antagonist, Vif-A3G inh, D1 potentiator
COC(=O)C1C2C=CC3(CN(Cc4cccs4)C(=O)C13)O2 (configuration not stated) reads 9.6, -5.8%, -4.4%, -0.1%, 5.7, -1.1, -12.0, 6.3%, -9.2
CC1(C)O[C@@H]2C[C@H]3[C@@H]4CCC5=CC(=O)C=C[C@]5(C)[C@@]4(F)[C@@H](O)C[C@]3(C)[C@]2(C(=O)CO)O1 reads -7.2, -0.5%, -0.1%, 3.1%, 2.4, -3.0, -9.8, -1.9%, 0.8
O=C(CNc1ccccc1-c1ccccc1)NCc1ccccc1 reads x, 0.9%, -4.1%, 0.0%, 2.6, -8.4, -3.4, -1.4%, 0.1

(list continues)
SMILES	RXFP1 antagonist	Vif-A3F inh	Glioma ERSR ind	RXFP1 agonist	D1 agonist	D2 PAM	D1 antagonist	Vif-A3G inh	D1 potentiator
CN(C)c1ccc(NC(=O)c2ccc3nc[nH]c3c2)cc1	1.0	-0.1%	-1.9%	1.8%	4.9	x	0.9	-1.4%	-5.4
Cc1ccc(S(=O)(=O)c2nc(S(C)(=O)=O)sc2N(C)C)cc1	11.5	0.2%	-1.1%	2.4%	0.8	-8.2	-28.2	-0.4%	-6.3
O=C(O)CC/C(=N/Nc1ncc(C(F)(F)F)cc1Cl)C(=O)O	-5.1	2.3%	-0.6%	-0.4%	2.0	7.0	5.0	-0.1%	-1.3
CCn1c(SCC(=O)NC2CC2)nnc1-c1ccc(C)cc1	-4.1	2.6%	0.4%	0.0%	1.3	1.5	11.3	4.1%	-1.9
O=C(NCc1cccc(Cl)c1)c1ccc2c(c1)SC1=NS(=O)(=O)CCN12	-3.6	-2.5%	-2.5%	4.6%	2.0	-2.3	0.6	-1.7%	-2.9
O=C(Nc1cccc(Cl)c1)N1CCC(CN2CCOCC2)CC1	-6.6	-2.5%	-0.8%	0.0%	3.0	12.2	-11.4	6.0%	-6.8

In a second layout: two of the compounds above
Fields – RXFP1 antagonist | Vif-A3F inh | Glioma ERSR ind | RXFP1 agonist | D1 agonist | D2 PAM | D1 antagonist | Vif-A3G inh | D1 potentiator
> CCn1c(SCC(=O)NC2CC2)nnc1-c1ccc(C)cc1
    -4.1 | 2.6% | 0.4% | 0.0% | 1.3 | 1.5 | 11.3 | 4.1% | -1.9
> O=C(Nc1ccc(Br)cc1)c1cc(-c2ccncc2)nc2ccccc12
    -6.4 | -15.8% | u | x | x | x | x | u | x
